Assay outcomes from PubChem BioAssay.
Mcl-1 Bim block – disrupts Bim peptide binding to human Mcl-1; Q07820; Bead-based flow cytometry, Bim peptide-Mcl-1 binding; inhibition, % at 10 µM; 0.1% of 190,000 active;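 further: 0% = no compound tracer wells and 100% = peptide blocker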
ABCB1 inh – blocks JC-1 efflux by human ABCB1 transporter; AID 1326; inhibition, % at 6.6 µM; CCRF-Adr cells, flow cytometry; 0.067% of 190,000 active; in the data active means inhibition above about 40%;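 further: 0% = vehicle and 100% = reference inhibitor; higher value means more JC-1 retained so stronger ABCB1 efflux block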
RGS7-Gao – regulators of human RGS7-Galphao interaction. Multiplexed bead flow cytometry, RGS7-Galphao binding; actives lie on both sides. binding response (% of control), % at 10 µM. 0.35% of 220,000 active; in the data active means binding response below about 49% or above about 150%; inconclusive means no clear call, values can overlap the other calls; inactive means in between;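 further: fluorescent Galphao held in activated GDP-AlF4 state binding bead-coupled RGS7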
Bcl-XL Bim block – human Bim-Bcl-XL interaction inhibition | Q07817 | Bim peptide-Bcl-XL binding, bead flow cytometry, fluorescence | inhibition, % at 10 µM | 0.04% of 190,000 active | AID 1007
RGS4-Gao reg – human RGS4-Galphao interaction regulation; 0.33% of 220,000 active; binding response (% of control), % at 10 µM; Multiplexed bead flow cytometry, RGS4-Galphao binding; actives lie on both sides; in the data active means binding response below about 49% or above about 150%; inactive means in between;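 further: fluorescent Galphao activated with aluminum fluoride binding bead-coupled RGS4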
Bim-Bcl-2 – human Bim-Bcl-2 interaction inhibition | Bead-based flow cytometry, Bim peptide-Bcl-2 binding | inhibition, % at 10 µM | 0.06% of 190,000 active | AID 950; in the data active means inhibition above about 40%; inconclusive means no clear call, values can overlap the other calls;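 further: 0% = no compound wells with probe peptide and 100% = reference peptide inhibitor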
Target sequence (P10415 whole entry, looked up): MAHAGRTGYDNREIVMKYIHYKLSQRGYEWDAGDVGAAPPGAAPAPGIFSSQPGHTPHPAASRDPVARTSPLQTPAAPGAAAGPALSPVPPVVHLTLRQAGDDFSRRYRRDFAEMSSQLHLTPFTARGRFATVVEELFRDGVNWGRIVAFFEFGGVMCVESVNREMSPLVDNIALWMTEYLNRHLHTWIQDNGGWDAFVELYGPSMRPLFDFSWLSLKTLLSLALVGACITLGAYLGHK
ABCG2 inh – human ABCG2 inhibition, ABCB1 as counter-screen; Q9UNQ0; 0.1% of 190,000 active; IgMXP3 cells, JC-1 efflux, flow cytometry; AID 1325; inhibition, % at 6.6 µM;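 active means inhibition above 80%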;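 further: 0% = DMSO and 100% = nicardipine control wells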
Target sequence (Q9UNQ0 whole entry, looked up): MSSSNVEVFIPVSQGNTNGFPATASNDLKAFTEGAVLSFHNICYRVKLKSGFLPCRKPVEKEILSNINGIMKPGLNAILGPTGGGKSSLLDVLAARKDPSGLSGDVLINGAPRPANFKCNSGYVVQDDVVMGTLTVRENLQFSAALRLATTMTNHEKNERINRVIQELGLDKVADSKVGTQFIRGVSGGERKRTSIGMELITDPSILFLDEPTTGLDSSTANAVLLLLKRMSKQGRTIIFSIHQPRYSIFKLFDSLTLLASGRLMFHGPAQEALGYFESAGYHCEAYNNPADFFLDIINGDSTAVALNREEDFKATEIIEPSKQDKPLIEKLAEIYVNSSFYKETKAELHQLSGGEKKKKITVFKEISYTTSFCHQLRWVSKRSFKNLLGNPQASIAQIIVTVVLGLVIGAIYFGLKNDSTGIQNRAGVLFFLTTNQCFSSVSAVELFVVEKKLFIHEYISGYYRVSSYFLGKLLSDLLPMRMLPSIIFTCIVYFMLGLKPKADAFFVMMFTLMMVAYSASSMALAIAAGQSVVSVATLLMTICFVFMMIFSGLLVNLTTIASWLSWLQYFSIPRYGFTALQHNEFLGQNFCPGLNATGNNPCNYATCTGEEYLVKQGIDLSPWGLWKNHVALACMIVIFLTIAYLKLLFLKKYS
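Incubation: cells with compound and JC-1, 10 min at 25 °C, rotating, no wash / Test system: IgMXP3 (ABCG2) plus far-red-tagged CCRF-Adr (ABCB1) cells / Compound dosing: one concentration, 6.6 µM final / Also added: JC-1 fluorescent substrate / Evaluation: efflux inhibition in percent versus controls / Detection: flow cytometry, 530 nm JC-1 signal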
Bim-Bfl-1 – disrupts Bim binding to human Bfl-1; Q16548; Bead-based flow cytometry, Bim-Bfl-1 binding inhibition; inhibition, % at 10 µM; 0.12% of 190,000 active; AID 1008;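 further: 0% = wells without compound plus tracer and 100% = blocker peptide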
Bcl-B Bim block – inhibitors of Bim-Bcl-B interaction, human; Q9HD36; bead-based flow cytometry, Bim peptide-Bcl-B binding; inhibition, % at 10 µM; 0.073% of 190,000 active; AID 951;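 further: 0% = tracer peptide without compound and 100% = reference inhibitor peptide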
RGS8-Gao reg – human RGS8-Galphao interaction regulation | P09471 | multiplexed bead flow cytometry, RGS8-Galphao binding; actives lie on both sides | response (percent of control binding), % at 10 µM | 0.34% of 220,000 active | AID 1423; in the data active means response below about 60% or above about 140%; inactive means in between;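 further: Galphao activated as the GDP aluminium fluoride complex binding bead-coupled RGS8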
Bcl-W Bim block – human Bim-Bcl-W interaction inhibition; Q92843; bead-based flow cytometry, Bim peptide-Bcl-W binding; inhibition, % at 10 µM; 0.02% of 190,000 active; AID 952;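 further: 0% = bound tracer without compound and 100% = peptide blocker; higher means less fluorescent Bim peptide bound to Bcl-W beads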
Target sequence (Q92843 whole entry, looked up): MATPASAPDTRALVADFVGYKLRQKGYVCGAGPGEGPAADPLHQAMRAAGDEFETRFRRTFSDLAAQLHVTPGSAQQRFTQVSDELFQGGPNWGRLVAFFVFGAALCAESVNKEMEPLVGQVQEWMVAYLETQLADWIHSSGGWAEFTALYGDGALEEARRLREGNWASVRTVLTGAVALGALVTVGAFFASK
Numbers without * were called inactive; ? = inconclusive. Unless noted, no stated cut-off is given here; in the data, active means inhibition above about 40%.

SMILES	Mcl-1 Bim block	ABCB1 inh	RGS7-Gao	Bcl-XL Bim block	RGS4-Gao reg	Bim-Bcl-2	ABCG2 inh	Bim-Bfl-1	Bcl-B Bim block	RGS8-Gao reg	Bcl-W Bim block
COc1ccc(-n2cc(-c3ccc(OC(F)F)cc3)[n+]3c2CCCCC3)cc1	-1.0	0.1	96.7	0.0	101.9	0.0	-0.8	0.0	-3.0	97.5	-3.0
Cc1nn(-c2ccccc2)c2sc(C(=O)O)cc12	0.0	0.1	102.9	-1.0	104.0	0.0	0.4	-1.0	0.0	101.3	-3.0
COc1cc(Cl)c(C)cc1NC(=O)CSc1nnc(-c2ccco2)n1CC(C)C	0.0	2.4	95.0	-1.0	91.0	-7.0	10.3	-1.0	-5.0	95.1	-1.0
COc1ccc(C2/C(=C(/O)c3ccccc3)C(=O)C(=O)N2CO)cc1 (stereo not drawn)	-3.0	0.3	112.7	-3.0	112.8	0.0	0.8	-1.0	0.0	112.2	-2.0
CC(C)(C)[C@@H]1C=C(C(=O)NC2CC2)O[C@H](OCc2ccc(CO)cc2)C1	1.0	0.3	101.8	0.0	101.7	1.0	6.4	-2.0	-1.0	103.0	-2.0
Cc1cccc(C(=O)Nc2onc(C)c2C#N)c1	0.0	0.7	96.9	1.0	101.6	-2.0	4.2	-6.0	-3.0	99.7	1.0
COc1cccc(N2CCN(Cc3nc4scc(-c5ccccc5)c4c(=O)[nH]3)CC2)c1	-1.0	0.7	100.3	-7.0	101.2	-9.0	0.8	-9.0	-4.0	101.2	-4.0
CC(=O)Nc1ccc(-c2csc(NNC(=O)c3ccccc3)n2)cc1	-1.0	-0.6	?	0.0	97.4	0.0	-3.5	2.0	1.0	100.0	0.0
CCCC(=O)OCC(=O)Nc1cc(C(C)(C)C)nn1-c1ccccc1	-8.0	0.5	112.5	-15.0	118.3	-18.0	2.1	-13.0	-11.0	103.0	-3.0
NC(=O)N/N=C/c1ccc(-c2cccc(C(F)(F)F)c2)o1	-2.0	0.1	99.8	-4.0	102.5	-6.0	1.3	-12.0	-6.0	102.3	-3.0
O=C(COc1ccccc1)N1c2ccccc2Sc2ccccc21	-3.0	1.1	98.4	-5.0	99.7	0.0	5.1	-1.0	-6.0	102.0	-4.0
CC(=O)Nc1cccc(NC(=O)Nc2cccc(F)c2)c1	-3.0	7.5	107.9	-6.0	98.4	-6.0	2.6	-9.0	-7.0	101.8	-7.0
CC(=O)N(c1ccccc1Cl)S(=O)(=O)c1ccc(Cl)cc1	0.0	0.7	101.4	0.0	102.7	-2.0	1.6	-4.0	-3.0	101.0	-1.0
CCOC(=O)N1CCN(C(=O)C2CCCN(c3nc4ccc(OCC)cc4s3)C2)CC1 (stereo not drawn)	-1.0	0.9	101.2	-1.0	100.2	-9.0	1.3	-9.0	-10.0	101.1	0.0
CCCCN(CC)C(=O)c1cccc(Cl)c1	1.0	1.2	99.2	-5.0	95.9	-11.0	1.6	-13.0	-6.0	97.9	0.0

Overlap with the part before: 2 compounds; new compounds follow.
SMILES	Mcl-1 Bim block	ABCB1 inh	RGS7-Gao	Bcl-XL Bim block	RGS4-Gao reg	Bim-Bcl-2	ABCG2 inh	Bim-Bfl-1	Bcl-B Bim block	RGS8-Gao reg	Bcl-W Bim block
CCOC(=O)N1CCN(C(=O)C2CCCN(c3nc4ccc(OCC)cc4s3)C2)CC1 (stereo not drawn)	-1.0	0.9	101.2	-1.0	100.2	-9.0	1.3	-9.0	-10.0	101.1	0.0
CCCCN(CC)C(=O)c1cccc(Cl)c1	1.0	1.2	99.2	-5.0	95.9	-11.0	1.6	-13.0	-6.0	97.9	0.0
CC(C)(C)NC(=O)C(c1ccccc1)N(C(=O)c1ccco1)C1CC1 (stereo not drawn)	0.0	0.1	86.1	1.0	83.8	3.0	0.2	-1.0	0.0	92.2	-1.0
Cc1ccc(S(=O)(=O)N2CC=C(C(=O)NCc3ccc(F)cc3)CC2)cc1	-8.0	1.2	108.2	-6.0	100.7	0.0	7.2	1.0	-15.0	96.0	-5.0
CCCCOc1ncnc2c1[nH]c1ccccc12	-3.0	0.3	103.9	0.0	103.7	-3.0	3.8	-2.0	-2.0	102.0	0.0
Cc1ccccc1NC(=S)NCCc1ccccc1	-1.0	-0.1	102.9	-5.0	103.3	-2.0	-0.3	-4.0	-1.0	103.5	-4.0
COc1ccc(NC(=O)C(c2ccc(OC)cc2)N(C)C(=O)Cc2cccs2)cc1 (stereo not drawn)	-2.0	1.9	100.7	-4.0	99.4	-1.0	-2.1	-1.0	-1.0	98.6	-1.0
CC(C)Cc1cc(C(=O)Nc2cc(C(F)(F)F)ccc2Cl)no1	-5.0	0.0	95.2	-5.0	96.4	-13.0	19.1	-19.0	-6.0	98.9	-2.0
O=C(NC(Cc1ccc2c(c1)OCO2)C(=O)N1CCCC1C(=O)O)c1ccccc1 (stereo not drawn)	-2.0	0.7	96.3	-1.0	99.4	-2.0	1.9	-1.0	0.0	96.6	-3.0
Cc1nn(C)c(C)c1S(=O)(=O)NCc1cccs1	-2.0	0.8	80.2	0.0	76.6	-3.0	2.6	0.0	-1.0	91.2	-2.0
Cc1ccc(-c2nc(N)n(C(=O)c3cccs3)n2)cc1	0.0	22.6	119.8	0.0	110.8	1.0	3.6	3.0	3.0	112.6	-4.0
O=C(NCC(O)c1ccc([N+](=O)[O-])cc1)C1CCCCC1 (stereo not drawn)	-1.0	1.0	?	0.0	92.3	-1.0	3.6	-4.0	-2.0	94.1	0.0
CCC(CO)NC(=O)c1cc2c(s1)CCC2 (stereo not drawn)	0.0	0.4	99.2	-2.0	106.0	-1.0	2.4	-1.0	-2.0	102.9	-1.0
O=C(Nc1ccc(Oc2ccccc2)cc1)C1CCCN(c2ncccn2)C1 (stereo not drawn)	1.0	1.2	102.5	7.0	103.8	-5.0	5.2	-8.0	-5.0	97.4	-1.0
COC(=O)c1ccc(NC(=O)c2ccccc2-c2ccccc2C(=O)O)cc1	1.0	2.2	97.5	0.0	99.9	-2.0	1.8	-1.0	-4.0	101.5	-1.0
Cc1c(Cl)cccc1NC(=O)c1nc(C)n(-c2cc(OC(C)C)c(Cl)cc2Cl)n1	2.0	0.1	108.8	0.0	104.4	-7.0	1.2	-9.0	-7.0	105.8	0.0
Cc1cccc(C)c1NC(=O)CSc1nnc(-c2ccncc2)n1Cc1ccco1	-2.0	0.8	100.4	0.0	104.9	0.0	1.8	-1.0	1.0	102.9	-1.0
Cc1c(NC(=O)CSc2ccccc2C(=O)Nc2cccnc2)c(=O)n(-c2ccccc2)n1C	4.0	0.9	97.9	1.0	100.8	0.0	3.1	-3.0	-4.0	100.1	4.0
CCCCn1c(SCC(=O)Nc2nnc(CC)s2)nc2ccccc2c1=O	0.0	0.5	101.6	-13.0	101.1	-4.0	2.6	-10.0	-5.0	101.6	0.0
O=C(NCc1ccc2[nH]c3c(c2c1)CCCC3)c1ccc(S(=O)(=O)N2CCCC2)cc1	4.0	1.0	110.1	3.0	109.8	7.0	6.8	9.0	1.0	106.2	10.0
COc1ccccc1C(=O)n1nc(-c2ccc(Cl)cc2)nc1N	0.0	0.8	100.5	-4.0	99.1	-10.0	11.1	-11.0	-9.0	102.9	0.0
CCOC(=O)CSc1nnnn1-c1cc(OC)c(Cl)cc1OC	0.0	0.4	96.7	-1.0	101.0	1.0	8.1	0.0	-1.0	98.2	-1.0
COC(=O)CNC(=O)c1c(C)cc(=O)oc1C	1.0	0.1	99.5	-3.0	101.5	0.0	-1.9	-5.0	0.0	99.3	-2.0
CCc1ccc(S(=O)(=O)NCCc2cn3ccccc3n2)s1	0.0	0.5	100.2	1.0	102.8	0.0	2.6	0.0	0.0	103.0	0.0
CCc1ccc(N2C(=O)c3sc4nnc(-c5ccccc5)c(=O)n4c3C2=O)cc1	2.0	0.3	102.5	1.0	100.8	-6.0	3.1	-7.0	-2.0	100.2	3.0
COc1ccc(/C=C2/N=C(SC3CCOC3=O)N(c3cccc(OC)c3)C2=O)cc1 (stereo not drawn)	-3.0	-1.0	99.4	-10.0	98.6	-5.0	-6.6	-5.0	-5.0	100.8	-7.0
COc1cc(/C=C(/NC(=O)c2ccccc2)C(=O)Nc2cccc(O)c2)c([N+](=O)[O-])cc1OC	-5.0	0.1	103.1	-13.0	103.5	-10.0	1.2	-12.0	-16.0	103.9	-1.0
Cc1ccc(OCCn2c(=S)[nH]c3c(N)ncnc32)cc1	-5.0	-1.5	110.8	-1.0	96.1	0.0	6.7	2.0	-30.0	92.6	-2.0
CC1CCCC(NC(=O)CN(C)S(=O)(=O)c2cccc3cccnc23)C1C (stereo not drawn)	0.0	0.8	100.5	-1.0	102.3	-8.0	0.7	-11.0	-7.0	101.9	0.0
Cc1cc2ccccc2c(=O)n1CC(=O)Nc1ccc2c(c1)OCCO2	2.0	1.9	96.2	0.0	99.4	-7.0	30.4	-14.0	-4.0	99.2	0.0
O=C1c2ccccc2NC(c2ccc(-c3ccc(Br)cc3)o2)N1O (stereo not drawn)	0.0	0.8	82.5	-8.0	83.0	-8.0	14.6	-10.0	-8.0	87.7	-2.0
COCCNC(=S)NNC(=O)CSCc1ccc(Cl)cc1Cl	-1.0	-0.7	96.3	-1.0	100.2	-4.0	-3.6	0.0	-35.0	100.2	0.0
CN1C(=O)C2C(c3ccc(N(C)C)cc3)NN(Cc3ccccc3)C2C1=O (stereo not drawn)	0.0	0.1	101.3	-4.0	100.0	4.0	9.1	2.0	-10.0	98.1	3.0
Cc1cc(S(=O)(=O)NC(C)C)ccc1OCC(=O)Nc1ccc2c(c1)OCCO2	-6.0	0.8	100.1	-7.0	103.2	-8.0	5.9	-13.0	-6.0	98.7	-3.0
C/C(CC(=O)NC(C)C)=N\NC(=O)COc1cc(C)c(Br)cc1Br	-7.0	0.1	104.4	-8.0	105.7	-8.0	3.0	-14.0	-5.0	103.3	-4.0
C/C(=N\NC(=S)NCCc1ccccc1)c1ccc(Cl)cc1	0.0	-0.1	102.6	-4.0	103.0	2.0	4.2	1.0	0.0	103.1	1.0
O=C(c1ccc2nc3ccc(Cl)cc3c(=O)n2c1)N1CCOCC1	2.0	0.6	103.2	-6.0	100.8	-4.0	2.1	-4.0	-4.0	102.9	3.0
O=C(O)c1ccc(-n2c(-c3ccccc3)n[nH]c2=S)cc1	-1.0	0.9	101.1	0.0	101.5	-1.0	5.2	2.0	-11.0	101.6	1.0
Cc1cc(C(=O)NCC(c2ccco2)N(C)C)no1 (stereo not drawn)	1.0	0.2	96.9	-1.0	97.7	-3.0	1.2	-2.0	-1.0	100.8	0.0
Cc1ccc(C)c(NC(=O)CS(=O)(=O)c2c[nH]c3ccccc23)c1	0.0	0.4	100.4	-4.0	100.9	-8.0	3.3	-9.0	-5.0	101.7	2.0
Cc1ccc(NC2=C(N3CCOCC3)C(=O)c3ccccc3C2=O)cc1	-1.0	0.0	100.2	0.0	97.7	0.0	-0.1	1.0	1.0	100.3	1.0
C=CCNC(=O)c1ccccc1NC(=O)c1cccc2ccccc12	-1.0	0.3	97.2	-2.0	99.4	0.0	1.7	0.0	-4.0	93.8	-1.0
COCCNC(=O)c1csc2c1CCCC2	0.0	0.0	99.8	2.0	102.0	-3.0	-0.3	-10.0	-4.0	101.4	6.0
Cc1ccc(-c2nc3cnccn3c2Nc2ccc3c(c2)OCO3)o1	0.0	0.4	101.7	2.0	101.5	-2.0	1.5	0.0	-5.0	102.6	6.0
